Compound activity as filed in PubChem.
Prostate diff: activators of LNCaP prostate cell differentiation, primary screen, flow cytometry side scatter; 4 d; side scatter shift, % at 10 µM; 0.56% of 24,000 active;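 active = side scatter shift above 30%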;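 note: androgen-responsive LNCaP prostate cancer cells in charcoal-stripped serum medium; percent of cells past a gate set so DMSO wells show 10% shift; higher shift means more granular cells and more differentiation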
VLA-4 allo ag: enhancers of LDV-FITC binding to VLA-4 integrin, primary screen, Jurkat cells, flow cytometry; 24,000 tested, under 10 active; activation, % at 10 µM (by protocol); AID 528, 2006; Integrin alpha-4 (Homo sapiens), P13612;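 active = fluorescent ligand binding to cells raised by more than 40% of the manganese-induced maximum; inconclusive = compound's own fluorescence above 85% of the ligand control signal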;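 note: 0% = ligand binding without compound and 100% = manganese-stimulated maximal binding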
Target sequence (P13612 whole entry, looked up): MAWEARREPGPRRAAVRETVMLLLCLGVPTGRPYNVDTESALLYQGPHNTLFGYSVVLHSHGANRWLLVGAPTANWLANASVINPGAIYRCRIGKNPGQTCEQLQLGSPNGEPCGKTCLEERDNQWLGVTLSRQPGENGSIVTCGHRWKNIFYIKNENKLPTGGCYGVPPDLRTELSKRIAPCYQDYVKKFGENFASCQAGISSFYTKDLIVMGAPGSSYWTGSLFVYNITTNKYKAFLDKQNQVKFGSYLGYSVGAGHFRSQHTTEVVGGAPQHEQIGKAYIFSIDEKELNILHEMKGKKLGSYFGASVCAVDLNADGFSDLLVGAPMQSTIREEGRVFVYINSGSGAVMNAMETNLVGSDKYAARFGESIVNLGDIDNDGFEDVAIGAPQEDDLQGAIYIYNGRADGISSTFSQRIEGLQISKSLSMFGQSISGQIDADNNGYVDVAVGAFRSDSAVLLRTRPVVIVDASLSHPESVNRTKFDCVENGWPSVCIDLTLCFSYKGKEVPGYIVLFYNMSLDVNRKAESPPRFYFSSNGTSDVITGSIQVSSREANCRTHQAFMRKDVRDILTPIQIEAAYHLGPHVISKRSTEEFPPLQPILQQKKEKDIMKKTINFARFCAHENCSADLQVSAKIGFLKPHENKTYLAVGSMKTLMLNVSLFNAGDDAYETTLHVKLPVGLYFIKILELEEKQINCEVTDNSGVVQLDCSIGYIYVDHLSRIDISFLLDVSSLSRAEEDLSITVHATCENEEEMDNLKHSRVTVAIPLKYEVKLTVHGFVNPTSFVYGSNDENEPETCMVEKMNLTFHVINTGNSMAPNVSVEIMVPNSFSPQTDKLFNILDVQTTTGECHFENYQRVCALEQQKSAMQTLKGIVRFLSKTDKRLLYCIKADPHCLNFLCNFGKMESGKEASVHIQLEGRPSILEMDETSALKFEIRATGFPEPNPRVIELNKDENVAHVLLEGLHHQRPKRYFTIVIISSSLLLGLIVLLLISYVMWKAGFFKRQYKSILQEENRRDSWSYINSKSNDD
Autofluor Jurkat: compound autofluorescence on Jurkat cells, primary screen, artefact control for VLA-4 allosteric ligand project, cell-based, flow cytometry; 0.61% of 24,000 active; active compounds read high; 1 = vehicle-only cell background; AID 576, 2007; fluorescence ratio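 (tested at 10 µM compound in the well)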;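 active = fluorescence ratio above 2.44, which is 1 plus 3 SD of all ratios; inconclusive = signal too bright to measure linearly, ratio around 10 or more; inactive = fluorescence ratio below 2.44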;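 note: green fluorescence of cells measured with 488 nm excitation and 530 nm emission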
VLA-4 antagonist: inhibitors of LDV-FITC binding to Mn2+-activated VLA-4, primary screen, Jurkat cells; inhibition, % at 10 µM (by protocol); AID 529, 2006; LDV-FITC binding with Mn2+, flow cytometry; 100% = Mn2+-driven binding gain fully reversed; 0.2% of 24,000 active;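 active = inhibition above 50%; inconclusive = compound itself fluorescent, judged against control cell fluorescence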;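 note: 0% = Mn2+ stimulated cells lacking compound and 100% = ligand binding without Mn2+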
An asterisk follows results filed as active; u = inconclusive.

SMILES	Prostate diff	VLA-4 allo ag	Autofluor Jurkat	VLA-4 antagonist
CCN1CCN(C(=O)N[C@@H](C(=O)N[C@@H]2C(=O)N3[C@@H]2SC(C)(C)[C@@H]3C(=O)O)c2ccccc2)C(=O)C1=O	2	-5	1	-13
Cc1cc2oc(=O)cc(CN3CCCCC3)c2cc1C(C)C	11	0	1.1	-20
COc1ccc(CNC(=O)c2cccc3c2C(=O)N(Cc2cccnc2)C3)cc1	3	0	1.1	8
Cc1nc2ccc(S(=O)(=O)NC(C(=O)N3CCC(C)CC3)C(C)C)cc2s1 (configuration not stated)	10	1	1.1	11
CCOC(=O)Cn1c(=O)oc2cc(S(=O)(=O)NCC3CCCO3)ccc21 (configuration not stated)	6	u	1.9	u
Cc1cc(C)n(-c2ccc(F)cc2)c(=O)c1C(=O)O	10	5	1	-16
Cn1c(=O)[nH]c(=O)c2c1nc(Br)n2CCCSc1nc2ccccc2o1	27	6	1.2	0
CCOC(=O)N1CCC(NC(=O)Cn2ncc3c2-c2cc(C)ccc2OC3)CC1	6	2	1	-5
O=C(O)Cn1ncc2c1-c1ccoc1CC2	10	0	1.1	-12
Cc1cc(-c2ccccc2)nc(SCc2ccc(C(=O)O)o2)n1	2	-6	1.1	8
O=C(Nc1nccs1)C1CCCN1S(=O)(=O)c1cccc2cccnc12 (configuration not stated)	4	-3	1.1	-3
C=CCNc1ncnc2ccccc12	9	-3	1.1	21
COC(=O)c1ccc2c(c1)C(=O)N(C1CCCCC1)C2=O	6	0	1.1	-26
COc1ccc(N2CCN(C(=O)c3ccc(N4C(=O)NC5CC4(C)Oc4ccccc45)cc3)CC2)cc1 (configuration not stated)	2	-4	1.1	3
CCOC(=O)C1=C(C)NC2=C(C(=O)CC(C)(C)C2)C1c1ccc(N(C)C)cc1 (configuration not stated)	4	0	0.99	-32
Cc1ccc(CN2CC34C=CC(O3)C(C(=O)NCc3ccc5c(c3)OCO5)C4C2=O)cc1 (configuration not stated)	11	-3	1	3
Cc1nn(Cc2ccc(C(=O)N3c4ccc(F)cc4CCC3C)o2)c(C)c1Br (configuration not stated)	11	-2	1.1	-22
Cc1cc(N2C(=O)c3ccc(C(=O)NCc4ccccc4)cc3C2=O)no1	15	-1	1.1	3
COc1ccc(N(C)C(=O)c2ccc3snnc3c2)cc1	4	-6	1	-43
Cc1nn(C(=O)c2ccoc2C)c(N)c1-c1ccccc1	7	-2	1.1	2

Retrieved one by one from the list above:
SMILES	Prostate diff	VLA-4 allo ag	Autofluor Jurkat	VLA-4 antagonist
Cc1nc2ccc(S(=O)(=O)NC(C(=O)N3CCC(C)CC3)C(C)C)cc2s1 (configuration not stated)	10	1	1.1	11
Cc1cc(-c2ccccc2)nc(SCc2ccc(C(=O)O)o2)n1	2	-6	1.1	8
C=CCNc1ncnc2ccccc12	9	-3	1.1	21

Following part.
SMILES	Prostate diff	VLA-4 allo ag	Autofluor Jurkat	VLA-4 antagonist
COC(=O)c1ccc(COc2ccc(-c3nn[nH]n3)cc2)cc1	3	2	1	6
CC1=C(C(N)=O)C(c2cccs2)n2nc(-c3cccc(C)c3)nc2N1 (configuration not stated)	16	2	1	-5
CCOC(=O)C(C)Sc1ncnc2nc[nH]c12 (configuration not stated)	4	u	1.1	u
CCOc1cccc(-n2nnnc2-c2ccc(OC)cc2)c1	21	-2	1	-6
O=C(Nc1ccc(Cl)cc1)OCCn1nnnc1C(c1ccccc1)N1CCOCC1 (configuration not stated)	9	3	1	-6
CC1(C)CC2CC(C)(CN2S(=O)(=O)c2ccc(N)cc2)C1 (configuration not stated)	9	u	1.1	u
O=C(C(NS(=O)(=O)c1cccc2nsnc12)c1ccccc1)N1CCN(c2ccccn2)CC1 (configuration not stated)	10	3	1	-15
CN(Cc1ccco1)C(=O)Cn1c(=O)oc2cc(S(=O)(=O)NCc3ccccc3)ccc21	2	0	1	1
COc1cc(NS(=O)(=O)c2ccc(N)cc2)ncn1	2	3	1	-26
Cc1ccc(-c2cc(C(=O)NCc3ccco3)c3ccccc3n2)o1	1	22	0.95	-17
COC(=O)C(Cc1ccccc1)NC(=O)CSc1nc(C)cc(=O)[nH]1 (configuration not stated)	11	4	1	13
O=C(CSc1nccc2ccccc12)N1CCN(Cc2ccc3c(c2)OCO3)CC1	9	-9	1.1	6
COc1cccc(NS(=O)(=O)c2ccc3[nH]cc(C(=O)NC4CC4)c(=O)c3c2)c1	6	5	1	-4
CCN(CC)C(c1ccc(C)cc1)c1nnnn1C1CCCCC1 (configuration not stated)	10	-6	1	18
CCS(=O)(=O)c1ccc(S(=O)(=O)CC)s1	9	4	1	-16
Cc1ccc(C2C(=O)N(C3CCCC3)CC(=O)N2CC2COc3ccccc3O2)cc1 (configuration not stated)	22	-4	0.99	8
CCOC(=O)c1cnc2c(OC)cccc2c1N1CCN(c2ccccc2OC)CC1	2	-11	1	13
CCC(NC(=O)c1ccccc1NC(=O)c1ccccc1)C(=O)O (configuration not stated)	9	-3	1	-19
CC(C)(C)c1cc(NS(=O)(=O)c2ccc3c(c2)OCCO3)on1	16	4	1.2	-16
CC(=O)c1cccc(NC(=O)N2C3CCC2CC(O)(c2cccnc2)C3)c1 (configuration not stated)	8	-4	1	-4
Cc1c(C(=O)NCc2ccccn2)oc2ccc(S(=O)(=O)N3CCOCC3)cc12	2	-1	1.1	5
Cn1c2ccc(F)cc2c2ncn(CCN3CCOCC3)c(=O)c21	4	-2	1.1	-2
COc1ccc(OC)c(C(=O)CN2CCN(S(=O)(=O)c3ccc(Br)cc3)CC2)c1	11	-5	1.2	3
Cc1cccc(-n2ncc(C#N)c2N)c1	10	2	1	-27
Cc1cc(C(=O)OCCO)c(C#N)c(N)n1	8	-4	1	-8
O=C(CSc1nnc(CNC(=O)c2c(F)cccc2Cl)o1)Nc1ccc2c(c1)OCCO2	9	2	0.95	9
CCOc1ccc(CNC(=O)CCn2c(=O)oc3ccccc32)cc1	2	2	1	-6
CCOC(=O)c1c(C)nc(-c2ccccc2)nc1NC(=O)CC	7	3	1.1	-4
c1ccc(OCCCn2nnc(-c3ccncc3)n2)cc1	5	-3	1	0
COc1ccc(N(CC(=O)NCc2ccccc2)S(=O)(=O)c2c(C)noc2C)cc1	11	2	0.94	18
Fc1ccc(Cc2nnc(-c3cccs3)o2)cc1	11	1	0.97	-2
CCOC(=O)c1sc(=S)n2c1[nH]c(=O)c1ccc(C(=O)OC)cc12	0	u	1.2	u
Cc1cc(C)nc(N2CCCC(C(=O)Nc3ccc4c(c3)OCO4)C2)n1 (configuration not stated)	10	-7	1	8
CCOC(=O)N1CCC(NC(=O)C2CCN(c3ccc(N4CCOCC4)nn3)CC2)CC1	11	-3	1.1	-7
CCOC(=O)C(C)(C)Sc1nc2c(cnn2-c2ccc(C)cc2)c(=O)[nH]1	6	-3	1.1	-1
Cc1[nH]c(C)c2c(=O)n(-c3ccccc3)ncc12	4	-2	1.2	14
CCC1CCCCN1C(=O)CSc1nnc(-c2ccco2)o1 (configuration not stated)	12	0	1	-4
CN(C)c1ccc(NC(=O)Nc2cccc(Cl)c2)cc1	14	-2	1.1	2
Cc1cc(Nc2ccc(F)cc2)n2nc(C)nc2n1	6	3	1.1	4
O=C(NC12CC3CC(CC(C3)C1)C2)N1CCN(C(=O)C2CCCO2)CC1 (configuration not stated)	4	6	1.1	0
Nc1nc(Nc2cccc3ccccc23)nc(C2CCCC2=O)n1 (configuration not stated)	18	7	0.99	-15
O=C(COC(=O)c1ccc(S(=O)(=O)Nc2ccccc2)cc1)NCCN1C(=O)CSC1=O	0	1	1.1	-18
COc1ccc(-n2ncc3c(NCc4cccs4)ncnc32)cc1	7	-2	1.1	-12
CCc1cc2c(=O)c(-c3cnn(-c4ccccc4)c3)coc2c(CN2CCOCC2)c1O	6	u	1.3	u
COc1ccc(C2/C(=C(/O)c3ccccc3)C(=O)C(=O)N2c2ncccn2)cc1OC (configuration not stated)	10	0	0.98	-9
CC(C)COc1nc2ccccc2nc1C(C#N)C(=O)NC1CCCCC1 (configuration not stated)	3	-8	0.98	-14
CCCCN(Cc1ccccc1)C(=O)c1cnc2n(c1=O)CCS2	2	5	0.86	-5
CC(C)CCn1c(N)c(S(=O)(=O)c2cccs2)c2nc3ccccc3nc21	18	-9	1.2	22
O=C(O)COc1cccc(NC(=O)C2CCCO2)c1 (configuration not stated)	14	3	1.1	4
O=S(=O)(O)CCN1CCOCC1	11	-6	1.1	-22
O=C(COC(=O)c1cccs1)c1ccc2c(c1)OCCO2	0	1	1	7
CCCN(S(=O)(=O)c1ccc(OCC)cc1)S(=O)(=O)c1cccs1	19	0	1	-20
O=C(CSc1nc2ccccc2[nH]1)NCCN1CCCCC1	15	-1	1.1	4
CCOC(=O)Cn1cnc2c(cnn2-c2ccc(Cl)cc2)c1=O	24	6	0.97	14
Cc1ccccc1CS(=O)(=O)CCC(=O)N1CCN(c2ccc(N3CCOCC3)nn2)CC1	10	0	1.1	5
CC(C)Nc1nc(N(c2ccccc2)c2ccccc2)nc(-n2ccnc2)n1	10	-9	1.1	21
CC(C)CC(NC(=O)COc1ccccc1)C(=O)O (configuration not stated)	14	-1	0.94	3
CC(=O)N1CCN(C(=O)COc2ccc(Br)cc2)CC1	14	4	1.1	-3
CCOc1ccc(N(CC(=O)Nc2ccc(F)c(F)c2)S(=O)(=O)c2c(C)noc2C)cc1	5	-2	1	-10
CCCC1O[C@@H]2C[C@H]3[C@@H]4CCC5=CC(=O)C=C[C@]5(C)[C@H]4[C@@H](O)C[C@]3(C)[C@]2(C(=O)CO)O1 (some centres not stated)	2	-3	1.1	-8

An excerpt from above in order of the Autofluor Jurkat value, largest number first.
| Compound | Prostate diff | VLA-4 allo ag | Autofluor Jurkat | VLA-4 antagonist |
| --- | --- | --- | --- | --- |
| CC(C)CCn1c(N)c(S(=O)(=O)c2cccs2)c2nc3ccccc3nc21 | 18 | -9 | 1.2 | 22 |
| CCCC1O[C@@H]2C[C@H]3[C@@H]4CCC5=CC(=O)C=C[C@]5(C)[C@H]4[C@@H](O)C[C@]3(C)[C@]2(C(=O)CO)O1 (some centres not stated) | 2 | -3 | 1.1 | -8 |
| CCCN(S(=O)(=O)c1ccc(OCC)cc1)S(=O)(=O)c1cccs1 | 19 | 0 | 1 | -20 |
| Nc1nc(Nc2cccc3ccccc23)nc(C2CCCC2=O)n1 (configuration not stated) | 18 | 7 | 0.99 | -15 |
| CC(C)COc1nc2ccccc2nc1C(C#N)C(=O)NC1CCCCC1 (configuration not stated) | 3 | -8 | 0.98 | -14 |

Going on with the list:
SMILES	Prostate diff	VLA-4 allo ag	Autofluor Jurkat	VLA-4 antagonist
COc1ccc(CN2C(=O)c3ccccc3C2C(=O)NCc2cccnc2)c(OC)c1 (configuration not stated)	5	5	0.92	15
CCN(CC)c1ccc(C(=O)n2cnc3ccccc32)cc1	14	u	1	u
CCOC(=O)Nc1cc(OC)c(OC)cc1Cc1nccc2cc(OC)c(OC)cc12	12	6	1.1	-5
CNC(=O)CSc1nnc(-c2cc3c(C)nn(-c4ccccc4)c3s2)n1C	5	-2	1.1	-25
CNC(=O)c1ccsc1NC(=O)c1ccccc1	7	-2	1.1	-28
CCOC(=O)N1CCC(NC(=O)c2cc(S(=O)(=O)N3CCCC3)cn2C)CC1	7	0	1.1	1
CCOc1ccc(C(=O)N(CN2CCCC2=O)c2ccc(C)cc2)cc1	10	1	0.97	-2
CCN(C(=O)CCN1C(=O)c2ccccc2C1=O)C1CCCCC1	3	-1	0.99	-4
Cn1cccc1Cc1nnc(SCC(=O)Nc2ccccc2F)n1CCc1ccccc1	12	0	1	3
CCC1CCCCN1C(=O)Cn1c(C(=O)OC)cc2ccsc21 (configuration not stated)	3	-4	1.1	-22
C=CCNc1nnc(SC2CC(=O)N(c3ccc(OC)cc3)C2=O)s1 (configuration not stated)	5	2	1	-5
CCOC1(NC(=O)c2ccccc2)C(C)=CC(=O)C=C1C	11	0	1	-10
CC(C(=O)c1ccccc1)n1cnc2ccccc2c1=O (configuration not stated)	9	2	0.99	-16
CCN(CC)C1CC(=O)N(c2cccc(C)c2)C1=O (configuration not stated)	9	2	1	-2
COc1cccc(NC(=O)CSc2nnc(-c3cc(-c4ccccn4)nc4ccccc34)o2)c1	21	4	1.2	-17
O=C(CCc1ccccc1)OCCN1CCOCC1	1	2	1	-3

Part of the list above in a different format:
Values run as follows: Prostate diff, VLA-4 allo ag, Autofluor Jurkat, VLA-4 antagonist
Cn1cccc1Cc1nnc(SCC(=O)Nc2ccccc2F)n1CCc1ccccc1
  12, 0, 1, 3
CCC1CCCCN1C(=O)Cn1c(C(=O)OC)cc2ccsc21 (configuration not stated)
  3, -4, 1.1, -22

The list is partial (hit frequency here may not be typical).
